Screening data: PubChem BioAssay, Sanford-Burnham Center for Chemical Genomics
CHOP UPR activ: activators of apoptotic CHOP UPR arm, primary screen, cell-based, CHO-CHOP luciferase reporter, luminescence, uHTS; actives 0.34% (n = 330,000); UPR activation; percent of tunicamycin response over DMSO baseline; AID 449763, 2010; activation, % at 10 µM;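 active = at 10 µM dose, activation of 40% or more, normalized to positive control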;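 note: 100% = tunicamycin at 10 µg/mL and 0% = DMSO alone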
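Evaluation: % reporter activation, DMSO baseline versus tunicamycin full activation; System: CHO-CHOP luciferase reporter cell line; Input: 500 cells/well; Incubation: 6 h compound treatment, 37 °C; Measured by: Steady-Glo luciferase luminescence; Dosing: one dose, 10 µM in 0.5% DMSO; Buffer or medium: F12 medium, 10% FBS; Benchmarks: positive tunicamycin 10 µg/mL, negative DMSO alone.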
XBP1 UPR activ: activators of adaptive XBP1 UPR arm, primary screen, cell-based, CHO-XBP1 luciferase reporter, luminescence, uHTS. activation, % at 20 µM. IRE1-XBP1 UPR activation; percent of tunicamycin response, DMSO as zero. actives 0.33% (n = 330,000);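 active = versus positive control, 20 µM dose yields 30% or more activation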;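 note: 100% = tunicamycin at 10 µg/mL and 0% = DMSO only wells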
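Material – CHO cell line with stable XBP1 luciferase reporter · Buffer or medium – F12 plus 10% FBS · Compound – single point, 20 µM final compound, 1% DMSO · Schedule – 16-18 h cell attachment at 37 °C, then 6 h compound exposure · Signal – Steady-Glo luminescence read · Benchmarks – high control tunicamycin 10 µg/mL final, low control DMSO vehicle only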
TIM10 inh: growth inhibitors of isogenic TIM10 control yeast, primary screen, counter-screen for tim10-1 yeast inhibitor project, luminescence, uHTS; inhibition, % at 10 µM; S. cerevisiae TIM10 strain growth, BacTiter-Glo luminescence, 24 h; AID 463195, 2010; actives 1.4% (n = 330,000);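 active = inhibition of 40% or more at the single tested concentration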;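 note: wild-type TIM10 isogenic control strain grown at permissive 25 °C; 0% = DMSO yeast wells and 100% = minimal medium wells without yeast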
APJ ag: agonists of human apelin receptor APJ, primary screen, CHO-K1 cells, PathHunter beta-arrestin, luminescence; P35414; 0% DMSO wells, 100% apelin; actives 0.11% (n = 330,000); activation, % at 20 µM;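 active = activation more than six SD over the plate average, tested at 20 µM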;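 note: 0% = DMSO alone and 100% = apelin-13 at 10 nM; some results filed as inactive read as strong as hits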
Target sequence (P35414 whole entry, looked up): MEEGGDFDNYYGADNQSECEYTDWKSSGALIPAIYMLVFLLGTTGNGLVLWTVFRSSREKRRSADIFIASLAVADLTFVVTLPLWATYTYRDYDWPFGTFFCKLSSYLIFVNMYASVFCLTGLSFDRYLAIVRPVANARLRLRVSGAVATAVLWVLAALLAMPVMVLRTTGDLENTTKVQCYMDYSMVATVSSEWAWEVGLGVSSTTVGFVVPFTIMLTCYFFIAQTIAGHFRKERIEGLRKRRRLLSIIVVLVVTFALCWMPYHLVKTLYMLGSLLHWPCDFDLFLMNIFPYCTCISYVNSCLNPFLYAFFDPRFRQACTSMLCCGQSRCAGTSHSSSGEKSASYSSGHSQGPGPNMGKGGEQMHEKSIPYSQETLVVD
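Material: engineered CHO-K1 APJ arrestin reporter cells; amount: 1000 CHO-K1 reporter cells seeded per well; incubation: compound stimulation 90 min at 25 °C, detection 60 min; signal: luminescent beta-gal fragment complementation, chemiluminescent substrate; read-out basis: APJ agonist activity; controls: DMSO-only wells as negative, 10 nM Apelin-13 as positive control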
tim10-1 inh: growth inhibitors of tim10-1 mutant yeast, primary screen, luminescence, uHTS | AID 463190, 2010 | S. cerevisiae tim10-1 ts strain growth, BacTiter-Glo, 24 h | inhibition, % at 20 µM | actives 2.2% (n = 330,000);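 active = inhibition of at least 40%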;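 note: mutant grown at 25 °C; 0% = DMSO wells with yeast and 100% = wells holding no yeast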
APJ antag: antagonists of human apelin receptor APJ, primary screen, CHO-K1 cells, beta-arrestin complementation, luminescence. actives 0.32% (n = 330,000). inhibition, % at 20 µM. AID 2521, 2010. P35414;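 active = inhibition above about 40% at 20 µM, limit read from the data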;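 note: cells challenged with 10 nM apelin-13 agonist together with compound; plate controls were apelin-13 plus DMSO wells for no effect and DMSO wells lacking apelin-13 for full effect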
tim23-1 inh: growth inhibitors of tim23-1 mutant yeast, primary screen, luminescence, uHTS. S. cerevisiae tim23-1 growth, BacTiter-Glo luminescence, 24 h. inhibition, % at 20 µM. actives 1.3% (n = 330,000). AID 463212, 2010;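 active = growth inhibition of the mutant yeast at or above 50%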;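 note: temperature-sensitive mutant grown at 25 °C; plate controls were DMSO-treated mutant yeast for no effect and medium wells lacking yeast for full effect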
CXCR6 inh: CXCR6 receptor inhibitors, primary screen, cell-based, beta-arrestin, luminescence, CHO-K1 PathHunter, 1536-well. actives 0.36% (n = 360,000). inhibition, % at 20 µM; in the data active = inhibition above about 34%, passing the limit was not always enough;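 note: antagonist mode with CXCL16 agonist at 10 nM final; 0% = 10 nM CXCL16 with DMSO and 100% = unstimulated wells without agonist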
Target sequence (O00574 whole entry, looked up): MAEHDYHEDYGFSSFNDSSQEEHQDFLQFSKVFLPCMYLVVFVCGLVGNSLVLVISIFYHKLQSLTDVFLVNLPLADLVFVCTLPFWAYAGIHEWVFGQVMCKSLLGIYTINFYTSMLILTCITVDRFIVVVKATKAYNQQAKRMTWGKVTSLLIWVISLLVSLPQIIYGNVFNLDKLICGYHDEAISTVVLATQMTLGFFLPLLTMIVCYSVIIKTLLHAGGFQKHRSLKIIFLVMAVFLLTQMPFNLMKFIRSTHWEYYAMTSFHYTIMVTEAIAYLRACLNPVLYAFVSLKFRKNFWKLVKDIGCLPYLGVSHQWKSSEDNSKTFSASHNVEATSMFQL
Mdm2 MdmX PPI: inhibitors of human Mdm2-MdmX association, primary screen, cell-based, luminescence, split luciferase, SaOS-2, uHTS. inhibition, % at 8 µM. SaOS-2 split-luciferase Mdm2/MdmX complementation. Protein Mdm4 (Homo sapiens) + E3 ubiquitin-protein ligase Mdm2 (Homo sapiens), …. AID 485346, 2010. actives 3% (n = 330,000);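 active = inhibition of at least 50% at 8 µM in the primary screen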
Numbers without * were called inactive. Only part of the results is shown (hit frequency here may not be typical).

[1] CCN(C(=O)CO/N=C/c1ccc(OC)cc1OC)c1c(N)n(Cc2ccccc2)c(=O)[nH]c1=O
[2] CC(=O)Nc1ccc(NC(=O)COc2ccc(S(=O)(=O)N3CCCC3)cc2)cc1
[3] CCOC(=O)c1sc2ncc([N+](=O)[O-])cc2c1N
[4] Cc1c([C@H]2[C@@H](CC#N)C2(C)C)c2ccccc2n1C
[5] CCOc1ccc(NC(=O)C2CCCN(S(=O)(=O)c3ccc4c(c3)CC(C)N4C(C)=O)C2)cc1 (configuration not stated)
[6] CCCCOC(=O)Nc1cccc(C(C)=O)c1
[7] CCOc1ccc(C(=O)NC2CCN(S(=O)(=O)c3ccccc3)CC2)cc1
[8] COc1ccc(-c2csc(NC(=O)CSc3nc(C)cs3)n2)cc1
assay / entry | 1 | 2 | 3 | 4 | 5 | 6 | 7 | 8
CHOP UPR activ | -0.9 | -1.9 | 1.1 | -2.3 | -0.4 | 0.2 | 1.4 | -0.3
XBP1 UPR activ | -1 | -1 | -1 | -2 | -1 | 0 | -4 | 4
TIM10 inh | 9 | -5 | 1 | 21 | 5 | 27 | 2 | 13
APJ ag | -4 | -1 | 3 | -5 | -3 | 2 | 3 | -3
tim10-1 inh | -1 | -15 | 2 | 22 | 25 | 30 | 5 | 16
APJ antag | -3 | 5 | -36 | 1 | 15 | 1 | 10 | 4
tim23-1 inh | -1 | -4 | 17 | 5 | 12 | 25 | 0 | -3
CXCR6 inh | -5 | -1 | -4 | -4 | 1 | -2 | 7 | -6
Mdm2 MdmX PPI | -9 | 8 | 16 | 10 | 37 | 3 | 18 | 2

[9] Cc1ccccc1OCCNC(=O)c1ccc2ccccc2n1
[10] COc1ccc(C(C)(C)C)cc1NC(=O)c1[nH]c(C)c(C(C)=O)c1C
[11] Cc1ccc(C(=O)NCCSC2CCCCC2)cc1S(=O)(=O)Nc1ccccc1
[12] CC(=O)N1CCN(C(=O)CSc2nnc(C)n2-c2ccccc2)CC1
[13] CC(C)OC(=O)CCCNc1ccc([N+](=O)[O-])cc1[N+](=O)[O-]
[14] Cc1ccc(C2C(=O)c3ccccc3C2=O)cc1
[15] CCc1ccc(Oc2cc(C)nc(N)n2)cc1
[16] O=C(Cc1c(O)c2ccccc2[nH]c1=O)NCc1ccc(F)cc1
assay / entry | 9 | 10 | 11 | 12 | 13 | 14 | 15 | 16
CHOP UPR activ | 6.1 | 2.6 | 1.3 | -0.2 | 1.9 | 3.7 | 3.5 | 1.2
XBP1 UPR activ | 1 | 1 | 0 | -4 | -1 | -1 | 2 | -4
TIM10 inh | -6 | 3 | 15 | -21 | -6 | -1 | -6 | -10
APJ ag | -4 | -3 | 8 | -3 | 1 | -6 | -4 | -3
tim10-1 inh | -13 | 6 | 24 | -1 | -20 | 15 | 6 | -1
APJ antag | 6 | 11 | 7 | 14 | -5 | 4 | 6 | 5
tim23-1 inh | 13 | 34 | 17 | -6 | 5 | 9 | 11 | -15
CXCR6 inh | -10 | 2 | 5 | 4 | -2 | 6 | -2 | -3
Mdm2 MdmX PPI | -199 | 54* | 2 | 11 | -3 | 5 | -13 | 6

[17] O=C1CCC([N+](=O)[O-])C(c2ccc(-c3ccccc3)cc2)N1 (configuration not stated)
[18] Cc1ccc(C)c(C(=O)COC(=O)c2cccc(N3C(=O)c4c(C)nc5ccccc5c4C3=O)c2)c1
[19] CC(=O)c1ccc(N2C(=O)CC(N3CCN(S(=O)(=O)c4cc(C)ccc4C)CC3)C2=O)cc1 (configuration not stated)
[20] Cc1ccn2cc(CNS(=O)(=O)c3ccc4ccccc4c3)nc2c1
[21] COC(=O)CSc1nc2ccc(NC(C)=O)cc2s1
[22] NS(=O)(=O)c1ccc2nc(NC(=O)C3CCCO3)sc2c1 (configuration not stated)
[23] O=C(NC1CC2CCCC(C1)N2C(=O)NC1CCCCC1)c1ccc(F)cc1 (configuration not stated)
[24] Cc1ccc(-n2cnn(-c3ccc([N+](=O)[O-])cc3[N+](=O)[O-])c2=O)cc1
assay / entry | 17 | 18 | 19 | 20 | 21 | 22 | 23 | 24
CHOP UPR activ | 1.2 | -2.1 | -1.4 | -0.9 | 0.0 | 1.6 | -0.4 | 3.5
XBP1 UPR activ | 1 | -4 | -1 | -1 | -3 | 1 | -3 | 0
TIM10 inh | 3 | 0 | 8 | 13 | 12 | -7 | 5 | 20
APJ ag | 4 | 6 | 0 | 0 | 5 | -1 | -2 | 3
tim10-1 inh | 11 | 20 | 16 | 26 | 5 | 20 | 24 | 31
APJ antag | -6 | -21 | 8 | 0 | -8 | 12 | 0 | -48
tim23-1 inh | -4 | 12 | 16 | 24 | 12 | 10 | 24 | 25
CXCR6 inh | 8 | 2 | -3 | -4 | -7 | -3 | 4 | -8
Mdm2 MdmX PPI | 17 | 10 | 11 | 17 | -7 | -1 | -5 | -16

[25] Cc1ccc(-c2nnc(SC(C)C#N)n2N)cc1 (configuration not stated)
[26] Cc1cc(NC(=O)Cn2nc(C(=O)O)c3ccccc3c2=O)ccc1Br
[27] Cc1oc(-c2ccc(Cl)cc2)nc1CN1CCCC(C(=O)NCc2cccnc2)C1 (configuration not stated)
[28] O=C(CSC1=NS(=O)(=O)c2cc(F)ccc2N1)Nc1ccccc1F
[29] O=C(CSc1nc(-c2cccs2)cc(C(F)(F)F)n1)Nc1cc(OCC(F)(F)F)cc([N+](=O)[O-])c1
[30] O=C(c1ncc[nH]1)c1ccccc1C(=O)N1CCOCC1
[31] CC1(C)Cc2ccccc2-c2n[nH]c(=S)n21
[32] CC(Oc1cccc2c1OC(C)(C)C2)C(=O)O (configuration not stated)
assay / entry | 25 | 26 | 27 | 28 | 29 | 30 | 31 | 32
CHOP UPR activ | -0.2 | 0.3 | -0.1 | -0.3 | 1.0 | -0.1 | 0.5 | -1.0
XBP1 UPR activ | 0 | 2 | 3 | -2 | 2 | -2 | -1 | 2
TIM10 inh | 1 | 10 | 16 | 13 | 13 | 7 | 25 | 2
APJ ag | -4 | -1 | 1 | 14 | -2 | -3 | 2 | 6
tim10-1 inh | 6 | 4 | 22 | 16 | 11 | 16 | 56* | -6
APJ antag | 4 | 20 | 10 | 1 | 7 | -17 | 0 | 8
tim23-1 inh | -3 | 1 | 25 | 14 | 6 | 1 | 25 | 12
CXCR6 inh | -9 | 0 | -5 | 7 | -6 | -8 | 15 | 3
Mdm2 MdmX PPI | -24 | -20 | 12 | -25 | 26 | -11 | 9 | 13

[33] O=C1CCCc2c1[nH]c1ccc(Cl)cc21
[34] CCOC(=O)N1CCC(NC(=O)c2cc3c(-c4ccc(OC)c(OC)c4)nn(C)c3s2)CC1
[35] C[C@H]1CN([C@@H](C)CO)C(=O)Cc2cc(NC(=O)Cc3ccccc3)ccc2O[C@H]1CN(C)S(=O)(=O)c1cccs1
[36] CC(OC(=O)c1cc2sccc2n1C)C(=O)NCc1ccco1 (configuration not stated)
[37] Cc1nn(Cc2ccccc2)c(Cl)c1C(=O)NCCc1ccc(Cl)cc1
[38] Cc1ccc(/C=C2\SC(=S)N(CCCC(=O)NC3CCCC3)C2=O)cc1
[39] COc1ccc(S(=O)(=O)N2CCC(C(=O)NCCC3=CCCCC3)CC2)cc1OC
[40] O=C(NNC(=O)c1cc2cc(Br)ccc2oc1=O)c1ccc(O)cc1O
assay / entry | 33 | 34 | 35 | 36 | 37 | 38 | 39 | 40
CHOP UPR activ | 0.2 | 3.0 | -0.7 | -1.7 | 1.8 | -7.2 | 0.9 | -1.4
XBP1 UPR activ | -2 | -3 | 0 | 4 | 0 | -9 | 0 | 0
TIM10 inh | 16 | -2 | 1 | -29 | 3 | 5 | 18 | 8
APJ ag | -2 | 11 | -3 | 1 | 5 | 3 | 1 | -4
tim10-1 inh | 10 | 0 | -7 | 39 | 6 | 19 | 11 | 4
APJ antag | -7 | -2 | 20 | -18 | -22 | 4 | 0 | 20
tim23-1 inh | -4 | 10 | -4 | 9 | 15 | 5 | 23 | -34
CXCR6 inh | -13 | -12 | 1 | 4 | -1 | -2 | -2 | 8
Mdm2 MdmX PPI | 31 | 29 | 26 | -1 | -21 | 63* | -4 | 16

Entries of single compounds as entered above. Values in the order: CHOP UPR activ, XBP1 UPR activ, TIM10 inh, APJ ag, tim10-1 inh, APJ antag, tim23-1 inh, CXCR6 inh, Mdm2 MdmX PPI
CCOC(=O)N1CCC(NC(=O)c2cc3c(-c4ccc(OC)c(OC)c4)nn(C)c3s2)CC1 in the list: 3.0, -3, -2, 11, 0, -2, 10, -12, 29
Cc1nn(Cc2ccccc2)c(Cl)c1C(=O)NCCc1ccc(Cl)cc1 in the list: 1.8, 0, 3, 5, 6, -22, 15, -1, -21

Three compounds already listed, sorted by the number in XBP1 UPR activ, high to low:
item	Molecule	XBP1 UPR activ	APJ antag	CXCR6 inh	Mdm2 MdmX PPI
39	COc1ccc(S(=O)(=O)N2CCC(C(=O)NCCC3=CCCCC3)CC2)cc1OC	0	0	-2	-4
34	CCOC(=O)N1CCC(NC(=O)c2cc3c(-c4ccc(OC)c(OC)c4)nn(C)c3s2)CC1	-3	-2	-12	29
38	Cc1ccc(/C=C2\SC(=S)N(CCCC(=O)NC3CCCC3)C2=O)cc1	-9	4	-2	63*

Following part.
[41] COc1cccc(N2CCN(C(=O)CCc3nnc4ccc(N5CCOCC5)nn34)CC2)c1
[42] CCCOc1ccc(Cl)cc1Nc1nc(NCCO)nc(N2CCCC2)n1
[43] Cc1cc(NC(=O)CSCC(=O)Nc2ccccc2N2CCCCC2)no1
[44] COC(=O)/C=c1/s/c(=C(\C#N)C(=O)NCc2ccco2)n(-c2ccc(C)cc2)c1=O
[45] Cc1ccc(-n2nc(C)cc2NC(=O)c2ccc(C)s2)cc1
[46] Cc1cccc(Cc2nnc(CCC(=O)N(CC3CC3)CC3CCCO3)o2)c1 (configuration not stated)
[47] O=C1C2CCCN2C(c2ccccc2)N1c1nccs1 (configuration not stated)
assay / entry | 41 | 42 | 43 | 44 | 45 | 46 | 47
CHOP UPR activ | -0.2 | 0.8 | -1.0 | -0.1 | 0.6 | 5.3 | 0.6
XBP1 UPR activ | -3 | -1 | 2 | -5 | 0 | 6 | 0
TIM10 inh | 7 | 27 | -2 | -2 | -1 | -1 | 3
APJ ag | 3 | 4 | 6 | 1 | 1 | 0 | -1
tim10-1 inh | 8 | 20 | 20 | 14 | 37 | 23 | 10
APJ antag | -2 | 16 | 12 | 0 | 9 | 4 | -8
tim23-1 inh | 12 | 23 | 17 | -1 | 24 | 11 | 5
CXCR6 inh | 5 | 6 | 8 | -2 | -7 | -2 | 2
Mdm2 MdmX PPI | 1 | 18 | -8 | 5 | 10 | -36 | -36
